# Screens from PubChem BioAssay.
# WT yeast gro inh: growth inhibition of WT yeast, mitochondrial fusion screen; mitochondrial fusion phenotypic screen, WT strain; inhibition, % at 10 µM; hit rate 2.1% among 190,000; in the data active means inhibition above about 58%; tested in S. cerevisiae
# MT stabilizer: microtubule stabilization, imaging screen; HeLa tubulin immunostaining HCS, 24 h; share of cells brighter than vehicle mean+2SD; hit rate 0.83% among 200,000; AID 2205; % tubulin-high responders, % at 10 µM;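 active means plate Z-score above 3 for both tubulin-high and condensed-nucleus cell shares, with cell loss under 80%, at 10 µM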;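 further: anti alpha tubulin signal scored within the nucleus-defined area of each cell; some results filed as inactive read as strong as hits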
# Autophagy HCS: modulators of autophagy; calls only at 10 µM (by protocol); hit rate 0.98% among 190,000; MEF GFP-LC3 puncta imaging; test concentration mostly 10 µM;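 active means percentage of spot-positive cells more than 3 SD above its plate mean, without a fluorescence outlier flag or 80% toxicity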;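 further: spot-positive cell cutoff set from DMSO-treated cells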
# Ins promoter up: MIN6 insulin promoter up-regulation; AID 1625; hit rate 0.3% among 190,000; z-score at 5 µM; MIN6 insulin promoter-GFP reporter, high-content imaging; active compounds read high;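 active means z-score above 3 at 5 µM with at least 500 cells counted in the well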
# HEK293 NOD2/NF-kB: NOD2 signaling inhibitors, cell-based, luminescence, uHTS, HEK293 (AID 1566). HEK293 NOD2/NF-kB luciferase reporter, luminescence; higher % means a stronger effect. one-dose inhibition, % at 4 µM; EC50 in µM for titrated hits. hit rate 0.63% among 290,000; in the data active means inhibition above about 50%; further: many of its hits are not listed in these tables
# Yfh1-depleted yeast: mitochondrial function rescue without frataxin homolog – Friedreich's ataxia, plus single-dose screen, dose response (AID 1465) | S. cerevisiae Yfh1-off respiration, WST-1 reduction, 72 h; higher fold induction means a stronger effect | fold induction at 50 µM, or EC50 in µM where a hit was titrated | hit rate 0.074% among 220,000;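 active means fold induction of absorbance versus untreated yeast above a set limit, then at least 30% activation at any dose in follow-up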;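 further: activators that raise dye reduction in frataxin-depleted yeast; strong numbers were not always called active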
# Lipid droplet: modulators of hepatic lipid droplet formation | AML12 mouse hepatocytes, oleate lipid droplets, BODIPY imaging | inhibition, % at 6.5 µM | hit rate 0.4% among 240,000 | AID 1656;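 active means lipid droplet intensity inhibited by at least 50%, with more than 500 cells counted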
#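 Material: mouse AML12 hepatocyte cell line, fixed after treatment; Timing: compound with oleate, overnight; Technique: high-content imaging of BODIPY-stained droplets and DAPI nuclei; Probe or stimulus: oleate, 100 µM final; Dosing: compound at 6.5 µM only.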
# Dynein transport: dynein cargo transport inhibition | 3617.4 mouse cells, GR-EGFP nuclear translocation imaging; test concentration mostly 20 µM; stimulated with dexamethasone, 1 µM; active compounds read low | z-score, hits read low | hit rate 0.47% among 220,000 | AID 1381;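 active means plate z-score of nuclear minus cytoplasmic receptor signal below a set negative limit, without overly bright fluorescence or cell loss, cut at about -3.5 in these data, passing the limit was not always enough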;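 further: z-score of nuclear minus cytoplasmic ring GR-EGFP intensity difference per well; some compounds called inactive have numbers as strong as hits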
#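 Buffer or medium: tet-free medium with charcoal-stripped serum / Also added: dexamethasone agonist, 1.0 µM final, for 30 min / Timing: induction 48 h, compound 1 h, agonist 30 min / Measured by: high-content fluorescence imaging after fixation / Read-out: nuclear-to-cytoplasmic GR-EGFP distribution per well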
# bCat nuc transl: beta-catenin nuclear translocation modulation; HeLa beta-catenin nuclear translocation, immunofluorescence imaging; nuclear translocation activity, % at 5 µM; hit rate 0.3% among 190,000; AID 1665;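 active means nuclear translocation activity above 50% at 5 µM, with a well cell count of 50 or more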;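 further: per-cell ratio of nuclear to cytoplasmic median beta-catenin stain intensity; plate controls were DMSO negative control for no effect and GSK-3 inhibitor IX positive control for full effect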
#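 Test system: human HeLa cells, endogenous beta-catenin. Times: 24 h compound exposure, 37°C. Measured by: beta-catenin immunofluorescence imaging with DAPI.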
# WT yeast gro inh mutant strain: also measured in WT yeast gro inh; calls as there; inhibition, %; mitochondrial fusion phenotypic screen, mutant strain inhibition
# Dynein transport cytoplasmic EGFP: further read-out of Dynein transport, marked with its call; z-score; measured here: cytoplasmic GR-EGFP intensity; active compounds read high
# Dynein transport nuclear GR-EGFP: also measured in Dynein transport; calls as there; z-score; measured here: nuclear GR-EGFP intensity;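 lower value marks the stronger effect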
# Dynein transport cell count: further read-out of Dynein transport, marked with its call; z-score; measured here: cell count per field
# Ins promoter up cell count: second read-out of Ins promoter up, no call of its own (marks repeat the call); cell count; measured here: cytotoxicity, nuclei count;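 total cells summed across four imaged fields per well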
# Lipid droplet cells 6.5 µM: further read-out of Lipid droplet, marked with its call; cell count; measured here: cell count, cytotoxicity flag;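 cells counted across two imaged fields per well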
# bCat nuc transl cell count 5 µM: second read-out of bCat nuc transl, no call of its own (marks repeat the call); cell count; measured here: cell count, cytotoxicity flag
# MT stabilizer Hoechst-high %: second read-out of MT stabilizer, no call of its own (marks repeat the call); % Hoechst-high responders; measured here: nuclear condensation Hoechst responders;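 share of cells brighter than vehicle mean plus two SD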
# MT stabilizer cytotoxicity %: recorded beside MT stabilizer, whose call it bears; toxicity, %; measured here: cytotoxicity by cell density;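 0% = mean cell density of plate MIN control wells and 100% = no cells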
# Autophagy HCS cell loss 18 h: recorded beside Autophagy HCS, whose call it bears; toxicity, %; measured here: cell loss, nuclei count;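 cell loss after 18 h compound exposure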
# An asterisk follows results filed as active; i = inactive; . = no result given; + = active, no number. The list is partial; count on the stated rates, not on these rows.
SMILES,WT yeast gro inh,WT yeast gro inh mutant strain,MT stabilizer,MT stabilizer Hoechst-high %,MT stabilizer cytotoxicity %,Autophagy HCS,Autophagy HCS cell loss 18 h,Ins promoter up,Ins promoter up cell count,HEK293 NOD2/NF-kB,Yfh1-depleted yeast,Lipid droplet,Lipid droplet cells 6.5 µM,Dynein transport,Dynein transport cytoplasmic EGFP,Dynein transport nuclear GR-EGFP,Dynein transport cell count,bCat nuc transl,bCat nuc transl cell count 5 µM
O=C(Nc1nccs1)c1cc(Cl)nc2ccccc12,.,.,.,.,.,.,.,-0.14,1409,12%,i,0,718,0.96,-0.089,0.7,-0.75,0.8,1269
Clc1ncc(CN2CCN(c3ccccc3)CC2)s1,-1,27,4.0,2.3,0.5,i,11,-0.13,1358,-18%,i,4,670,-0.54,-0.095,-0.2,0.53,-0.8,1052
Cc1cc([N+](=O)[O-])c(C)cc1-c1ccc(/C=N/NC(=O)c2cccnc2)o1,-12,-12,2.8,3.0,4.9,i,-1,-0.75,1325,4%,i,-6,700,-0.92,-0.32,-0.5,2,0.5,1109
CCc1ccc(NC(=S)Nc2cccc(OC)c2)cc1,11,-4,2.8,1.5,5.3,i,24,0.33,1731,-13%,i,.,.,1,-0.18,0.51,-0.76,1.9,1329
CC(C)NC(=O)CSc1nc2ccccc2c(=O)n1CCCOC(C)C,3,-8,6.3,3.2,9.3,i,1,-0.95,1226,-13%,i,.,.,-0.64,-0.074,0.2,0.22,-4.4,958
CCc1cccc(CC)c1NC(=O)CCCSc1nc2ccccc2s1,1,8,4.3,3.1,6.4,i,1,0.3,1503,-22%,i,-9,653,-0.2,-0.25,0.14,-0.091,1.6,1105
O=C(NCC1CC1)NC(=O)c1c(F)cccc1Cl,.,.,.,.,.,.,.,0.51,1487,-9%,i,-3,771,-0.55,-0.2,-0.53,0.25,-2.2,1176
Cc1ccc2occ(C(=O)c3ccco3)c(=O)c2c1,0,2,6.0,4.6,7.3,i,3,0.3,1784,-13%,i,-19,694,-1.4,-0.17,-0.68,0.83,-1.1,1163
CC(CCc1ccccc1)NC(=O)CSc1ccccc1 (stereo not drawn),-2,8,3.7,1.8,2.5,+,-4.4*,0.02,1278,6%,i,-4,677,1.4,-0.24,0.91,-0.85,-1.0,940
COc1cccc(-c2nn(-c3ccccc3)cc2/C=C(\C#N)C(=O)NCCCn2ccnc2)c1,-3,3,2.7,2.3,6.1,i,0,-1.1,1107,-2%,i,-32,611,-0.26,-0.17,-0.029,0.4,0.6,969
CC(=O)Nc1c(C(=O)N2CCOCC2)sc2nc3c(cc12)COC(C)(C)C3,-10,-7,2.5,1.6,1.7,i,34,0.33,977,-3%,i,17,784,-0.79,-0.23,-0.39,0.36,2.5,1087
CSCC[C@H](NC(=O)OC(C)(C)C)C(=O)N/N=C/c1ccc2nccnc2c1,.,.,.,.,.,.,.,.,.,-28%,i,-13,676,-0.39,0.61,-0.11,0.84,-2.6,1001
CC(=O)Nc1ccc(NC(=O)COc2ncnc3ccccc23)cc1,2,-5,2.8,2.5,8.2,i,-7,0.1,1252,6%,i,3,675,-0.22,-0.29,0.096,0.028,-2.3,1085
COc1ccccc1Oc1ccc(N/C=C/C(=O)c2ccc(C)o2)cc1,15,11,3.3,1.4,10,i,-34,-1.2,1524,-10%,i,12,722,1.5,0.36,1.2,-0.99,-3.1,1054
CCC(CO)Nc1ccc(-c2nn(C)c(=O)c3ccccc23)cc1[N+](=O)[O-] (stereo not drawn),0,-14,11,6.1,5.1,i,-4,-0.15,1337,5%,i,-1,653,2,-0.016,1.3,-1.5,-0.4,1453
O=C(Cn1nnc(-c2ccccc2NC(=O)c2ccccc2F)n1)NC1CCCC1,-7,-21,2.0,1.2,8.2,i,11,-0.14,1478,4%,i,1,658,-0.18,-0.17,-0.37,0.69,2.7,1436
Cc1ccc(C(=O)NCC(=O)OCC(=O)NC2CCCC(C)C2C)s1 (stereo not drawn),-21,-21,3.8,3.0,4.8,i,5,0.3,1520,-2%,i,-3,717,-0.8,-0.021,-0.28,0.33,-2.0,1173
Cc1cccc(NC(=O)CCNC(=O)c2ccco2)c1,9,11,2.6,2.3,1.1,i,12,-0.07,1194,11%,i,-6,624,0.24,-0.24,0.26,-0.028,1.5,1094
CCO[C@@H]1OC(C(=O)N2CCN(C)CC2)=C[C@H](c2csc3ccccc23)[C@H]1CCCO,4,11,3.2,1.6,6.7,i,14,0.1,1413,-16%,i,0,672,-0.39,-0.29,0.13,0.018,-0.9,1124
CCOC(=O)CN1CC23C=CC(O2)C(C(=O)Nc2ccc(OCC)cc2)C3C1=O (stereo not drawn),-2,11,4.8,2.0,1.4,.,.,-0.57,1316,10%,i,-3,680,-0.75,-0.25,-0.22,0.11,-1.0,1034
O=C1C=C(O)CC(c2ccco2)C1 (stereo not drawn),-9,-1,1.4,2.3,5.6,i,0,.,.,5%,i,2,719,-0.34,-0.24,-0.28,-0.33,-2.0,493
CC1=NN(Cc2ccccc2)C(=O)C1,-7,-6,2.6,2.3,4.5,i,-7,.,.,5%,i,-12,589,-1,-0.3,-0.87,0.71,-0.2,1001
Cc1ccc(C(=O)Nc2cc(Cl)ccc2OC(=O)c2ccc(C)cc2)cc1,12,8,1.9,1.4,6.0,i,-15,0.98,1554,-83%,.,.,.,-1.8,-0.17,-0.33,0.55,-0.8,1310
O=C(CCNC(=O)c1ccccc1)Oc1ccc([N+](=O)[O-])cc1,2,0,2.5,2.3,7.5,i,-13,0.25,1399,-6%,i,-13,613,-0.6,0.03,-0.081,-1.6,-0.4,970
C=CCN1C(=O)C2C(C(=O)NCc3ccccc3)C3C=CC2(O3)C1C(=O)NC(C)(C)C (stereo not drawn),21,24,2.6,2.3,8.9,i,0,0.08,1582,-2%,i,.,.,0.74,-0.21,0.37,-0.57,-0.3,1340
c1coc(CNc2ncnc3[nH]ncc23)c1,.,.,.,.,.,.,.,0.23,1428,18%,i,3,746,-0.11,-0.27,-0.1,-0.015,-0.6,1083
CC(C)(C)NC(=O)C(c1ccc(O)cc1)N(C(=O)CCC(=O)Nc1nccs1)c1ccc(F)cc1 (stereo not drawn),-10,3,2.8,1.9,2.9,i,-6,-0.08,1437,9%,i,-5,639,0.25,-0.34,0.044,0.16,-1.4,1081
Cc1ccc(CNC(=O)c2cnccn2)cc1,-19,-18,3.0,3.3,6.0,i,-2,0.71,1075,25%,i,-4,572,-1.2,-0.26,-0.8,1.2,.,.
COc1ccc2cc(S(=O)(=O)n3cnc(C)c3)ccc2c1,11,2,1.2,1.6,9.1,i,13,-0.18,1363,14%,i,-6,685,-0.76,-0.25,-0.84,0.47,-0.7,1493
O=C(/C=C/c1ccccc1)N1CCC[C@H]1CO,-11,-7,3.8,2.7,7.3,i,32,0.53,1196,14%,i,-2,739,-0.37,-0.15,0.2,0.33,.,.
Cc1ccc(CNC(=O)c2cc3c(C)nc4ccccc4c3o2)cc1,9,-1,3.1,3.1,5.2,.,.,-0.49,1868,35%,i,-12,655,0.94,-0.11,0.5,-0.81,1.1,1114
NC(=O)C1CCN(C(=O)c2ccc(C(F)(F)F)cc2)CC1,11,-3,4.4,2.8,2.1,i,19,0.37,1354,11%,i,.,.,0.66,-0.24,-0.047,0.043,-1.6,926
CCCOc1ccc(-c2nc[nH]c2[N+](=O)[O-])cc1,1,-10,1.2,1.5,7.8,i,-9,-0.26,1332,-7%,i,-2,698,0.18,-0.22,-0.02,1.3,-3.9,1030
CCn1cc(C(=O)OCC(=O)Nc2cc(S(=O)(=O)N(C)C)ccc2C)c(=O)c2ccc(C)nc21,22,26,1.4,1.2,9.3,i,25,-0.32,916,18%,i,-20,711,1.6,0.084,1.4,-0.39,-6.7,1354
COc1cccc(CC(=O)Nc2cc(S(=O)(=O)N3CCOCC3)ccc2N2CCOCC2)c1,12,-4,4.0,1.8,8.5,i,16,0.58,1143,21%,i,10,701,0.62,1.3,0.82,0.1,-0.2,886
O=C(O)c1cc(Cl)c2ccccc2c1O,8,5,4.2,1.4,5.9,i,0,.,.,8%,i,6,758,0.0049,-0.23,-0.14,-0.02,.,.
O=C(Nc1ccc(CN2CCOCC2)cc1)c1ccc(-c2cccc(Cl)c2)o1,54,73,1.1,2.2,13,i,-1,-0.63,708,5%,i,.,.,-0.041,-0.14,-0.8,0.44,-3.1,1407

# An excerpt from above in order of the Dynein transport value, high to low:
canonical_smiles | Dynein transport
COc1cccc(-c2nn(-c3ccccc3)cc2/C=C(\C#N)C(=O)NCCCn2ccnc2)c1 | -0.26
O=C1C=C(O)CC(c2ccco2)C1 (stereo not drawn) | -0.34
CSCC[C@H](NC(=O)OC(C)(C)C)C(=O)N/N=C/c1ccc2nccnc2c1 | -0.39
